# TcdB GH inh: TcdB glycohydrolase inhibitors, primary screen, biochemical, single point, plate reader; Toxin B (Clostridioides difficile), P18177; TcdB glycohydrolase enzymatic assay; inhibition, % at 9.99 µM; actives 0.24% (n = 350,000); AID 652162, 2013; in the data active = inhibition above about 10%
# Target sequence (P18177 whole entry, looked up): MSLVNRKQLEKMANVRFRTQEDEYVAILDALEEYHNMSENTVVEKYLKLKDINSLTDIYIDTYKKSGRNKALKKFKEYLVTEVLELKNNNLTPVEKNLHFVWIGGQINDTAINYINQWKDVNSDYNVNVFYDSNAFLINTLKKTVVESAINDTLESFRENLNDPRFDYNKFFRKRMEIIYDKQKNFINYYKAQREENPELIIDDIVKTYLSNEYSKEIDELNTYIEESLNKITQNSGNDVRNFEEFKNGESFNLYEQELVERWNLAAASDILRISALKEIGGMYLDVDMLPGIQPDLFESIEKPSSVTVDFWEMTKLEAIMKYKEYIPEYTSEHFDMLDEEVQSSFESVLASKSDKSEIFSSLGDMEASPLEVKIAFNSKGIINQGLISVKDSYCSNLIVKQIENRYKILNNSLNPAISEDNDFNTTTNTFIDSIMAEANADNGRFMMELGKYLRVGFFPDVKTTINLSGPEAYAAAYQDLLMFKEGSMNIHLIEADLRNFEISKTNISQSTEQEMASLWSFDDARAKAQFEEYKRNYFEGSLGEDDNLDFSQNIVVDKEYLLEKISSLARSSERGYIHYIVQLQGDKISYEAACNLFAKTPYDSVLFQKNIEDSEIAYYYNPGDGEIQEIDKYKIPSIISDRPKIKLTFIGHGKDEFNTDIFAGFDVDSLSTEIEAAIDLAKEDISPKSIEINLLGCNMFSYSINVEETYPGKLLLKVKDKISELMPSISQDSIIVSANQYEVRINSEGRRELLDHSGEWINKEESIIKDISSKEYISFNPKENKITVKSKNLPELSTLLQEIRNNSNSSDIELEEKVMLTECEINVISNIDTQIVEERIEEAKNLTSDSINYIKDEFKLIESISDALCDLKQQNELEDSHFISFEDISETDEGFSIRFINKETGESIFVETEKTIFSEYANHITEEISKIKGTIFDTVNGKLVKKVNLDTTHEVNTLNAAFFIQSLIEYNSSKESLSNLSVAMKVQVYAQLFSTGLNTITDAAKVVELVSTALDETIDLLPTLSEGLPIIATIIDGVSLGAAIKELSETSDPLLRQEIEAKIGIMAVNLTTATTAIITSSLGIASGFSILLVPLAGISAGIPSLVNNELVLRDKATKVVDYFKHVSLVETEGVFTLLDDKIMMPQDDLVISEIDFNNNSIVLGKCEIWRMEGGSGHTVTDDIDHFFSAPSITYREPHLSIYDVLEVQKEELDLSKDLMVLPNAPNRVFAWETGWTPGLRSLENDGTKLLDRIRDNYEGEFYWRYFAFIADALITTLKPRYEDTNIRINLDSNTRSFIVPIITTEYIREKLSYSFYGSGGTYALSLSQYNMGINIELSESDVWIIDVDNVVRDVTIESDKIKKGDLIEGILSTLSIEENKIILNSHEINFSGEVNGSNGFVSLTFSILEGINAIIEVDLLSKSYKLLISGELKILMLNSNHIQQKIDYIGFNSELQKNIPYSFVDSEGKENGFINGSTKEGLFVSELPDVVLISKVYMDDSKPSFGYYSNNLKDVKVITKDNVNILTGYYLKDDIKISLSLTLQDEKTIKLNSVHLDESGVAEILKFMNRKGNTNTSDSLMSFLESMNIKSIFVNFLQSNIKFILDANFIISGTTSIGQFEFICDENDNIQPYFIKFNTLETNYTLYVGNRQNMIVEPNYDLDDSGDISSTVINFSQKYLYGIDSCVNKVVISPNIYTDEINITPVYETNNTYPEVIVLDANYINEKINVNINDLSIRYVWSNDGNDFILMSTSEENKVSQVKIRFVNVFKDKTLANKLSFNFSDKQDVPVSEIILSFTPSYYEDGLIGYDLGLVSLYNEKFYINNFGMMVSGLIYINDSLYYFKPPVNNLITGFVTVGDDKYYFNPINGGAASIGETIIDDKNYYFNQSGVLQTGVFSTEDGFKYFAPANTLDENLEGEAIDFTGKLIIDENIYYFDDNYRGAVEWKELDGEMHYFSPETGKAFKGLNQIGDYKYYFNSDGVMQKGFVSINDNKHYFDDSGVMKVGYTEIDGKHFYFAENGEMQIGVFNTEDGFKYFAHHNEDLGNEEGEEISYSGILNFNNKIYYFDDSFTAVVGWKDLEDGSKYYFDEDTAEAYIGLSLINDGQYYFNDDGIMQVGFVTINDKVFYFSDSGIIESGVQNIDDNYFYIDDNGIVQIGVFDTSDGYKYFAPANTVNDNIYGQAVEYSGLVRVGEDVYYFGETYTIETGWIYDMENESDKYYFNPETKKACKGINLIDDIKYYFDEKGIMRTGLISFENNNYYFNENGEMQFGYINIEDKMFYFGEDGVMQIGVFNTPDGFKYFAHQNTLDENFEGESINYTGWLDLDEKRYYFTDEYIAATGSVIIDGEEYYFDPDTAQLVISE
# The depositor's hits bear a star; & = joins results of further samples. These rows are one share of the data. The share of hits here may be higher or lower than overall.
SMILES,TcdB GH inh
C[C@@H](NC(=O)C[C@H]1C=C[C@@H](NC(=O)c2cccnc2)[C@H](CO)O1)c1ccccc1,-0.2
C[C@H](CO)N1C[C@H](C)[C@H](CN(C)S(=O)(=O)c2cn(C)cn2)Oc2c(NC(=O)C3CC3)cccc2C1=O,-0.2
CO[C@@H]1CN(C)C(=O)c2cc(NS(=O)(=O)c3cn(C)cn3)ccc2OC[C@@H](C)N(Cc2ccc(C(F)(F)F)cc2)C[C@H]1C,0.8
C[C@H]1CN([C@@H](C)CO)C(=O)c2cc(/C=C/c3ccccc3)cnc2O[C@H]1CN(C)S(=O)(=O)c1ccccc1F,1.3&0.3
COc1ccccc1NC(=O)N1CCCCN2[C@H](CO)[C@@H](c3ccc(-c4cccc(F)c4)cc3)[C@@H]2C1,-0.3
O=C(C1CCCCC1)N1C[C@@H]2[C@H](c3ccccc31)[C@@H](CO)N2C(=O)c1ccccc1,-1.4
C[C@@H]1CN([C@@H](C)CO)C(=O)CCCn2cc(nn2)CO[C@H]1CN(C)C(=O)Nc1ccnc(N2CCOCC2)c1,0.1&0.0&1.4
COc1ccc2c3c([nH]c2c1)[C@@H](CO)N(C(=O)Nc1ccc(F)cc1)CC31CN(Cc2ccc(F)cc2)C1,-0.1
C[C@H]1CCCCO[C@@H](CN(C)C(=O)Nc2ccccc2)[C@@H](C)CN([C@@H](C)CO)C(=O)c2cc(NS(=O)(=O)c3cccs3)ccc2O1,-0.7
CCC(=O)Nc1ccc2c(c1)C(=O)N(C)C[C@@H](OC)[C@@H](C)CN(Cc1ccccc1OC)[C@@H](C)CO2,-18
Cc1noc(C)c1NC(=O)N(C)C[C@H]1OCCCC[C@@H](C)Oc2ccc(N(C)C)cc2C(=O)N([C@@H](C)CO)C[C@H]1C,-11
Cc1ccc(Oc2cccc3c2S(=O)(=O)N([C@H](C)c2ccccc2)C[C@@H](COCc2ccccc2)O3)cc1,0.3
COCC(=O)Nc1ccc2c(c1)C(=O)N(C)C[C@H](OC)[C@@H](C)CN(CC1CCCCC1)[C@H](C)CO2,0.2
Cc1ccc(S(=O)(=O)Nc2ccc3c(c2)C(=O)N([C@@H](C)CO)C[C@H](C)[C@H](CN(C)S(=O)(=O)c2ccc(C)cc2)O3)cc1,1.2
C[C@H](CO)N1C[C@H](C)[C@@H](CN(C)Cc2ccc3c(c2)OCO3)Oc2ccc(NC(=O)C3CCCCC3)cc2CC1=O,0.4
COCC(=O)N1[C@H](C#N)[C@H](c2ccc(C#Cc3ccccc3F)cc2)[C@H]1CO,0.0
OC[C@H]1[C@@H](c2ccc(-c3cccc(F)c3)cc2)[C@@H]2CN(Cc3cncnc3)CCCCN12,-3.0
COc1ccc(CN(C)C[C@@H]2OCCCC[C@@H](C)Oc3ccc(NC(=O)Nc4ccc(F)cc4)cc3C(=O)N([C@@H](C)CO)C[C@H]2C)cc1,0.1
COc1ccc(S(=O)(=O)N(C)C[C@@H]2OCCCC[C@H](C)Oc3ccc(NS(=O)(=O)c4ccc(C)cc4)cc3C(=O)N([C@H](C)CO)C[C@H]2C)cc1,-0.1
Cc1noc(C)c1S(=O)(=O)N(C)C[C@H]1OCc2cn(nn2)CCCC(=O)N([C@@H](C)CO)C[C@H]1C,0.8
CCNC(=O)[C@H]1[C@H](CO)[C@H]2Cn3c(cccc3=O)[C@@H]1N2C(=O)C1CCC1,1.2
O=C(C[C@H]1CC[C@H]2[C@@H](COC[C@@H](O)CN2S(=O)(=O)c2ccccc2)O1)N1CCOCC1,-2.7
Cc1ccc(S(=O)(=O)N(C)C[C@H]2Oc3ccc(NC(=O)Cn4cnnn4)cc3CC(=O)N([C@@H](C)CO)C[C@@H]2C)cc1,0.8
COc1cccc(NC(=O)N2C[C@H](O)COC[C@H]3O[C@H](CC(=O)NC4CCC4)CC[C@@H]32)c1,-7.6
O=C(Nc1ccccc1)N1CC(=O)N2[C@H](CO)[C@H](c3ccc(C#CC4CCCCC4)cc3)[C@@H]2C1,0.5

# Seven records picked at random from those above:
SMILES,TcdB GH inh
C[C@H](CO)N1C[C@H](C)[C@H](CN(C)S(=O)(=O)c2cn(C)cn2)Oc2c(NC(=O)C3CC3)cccc2C1=O,-0.2
O=C(C[C@H]1CC[C@H]2[C@@H](COC[C@@H](O)CN2S(=O)(=O)c2ccccc2)O1)N1CCOCC1,-2.7
C[C@@H]1CN([C@@H](C)CO)C(=O)CCCn2cc(nn2)CO[C@H]1CN(C)C(=O)Nc1ccnc(N2CCOCC2)c1,0.1&0.0&1.4
COCC(=O)Nc1ccc2c(c1)C(=O)N(C)C[C@H](OC)[C@@H](C)CN(CC1CCCCC1)[C@H](C)CO2,0.2
COCC(=O)N1[C@H](C#N)[C@H](c2ccc(C#Cc3ccccc3F)cc2)[C@H]1CO,0.0
CCC(=O)Nc1ccc2c(c1)C(=O)N(C)C[C@@H](OC)[C@@H](C)CN(Cc1ccccc1OC)[C@@H](C)CO2,-18
C[C@H]1CCCCO[C@@H](CN(C)C(=O)Nc2ccccc2)[C@@H](C)CN([C@@H](C)CO)C(=O)c2cc(NS(=O)(=O)c3cccs3)ccc2O1,-0.7

# Further entries
SMILES,TcdB GH inh
Cc1ccc(S(=O)(=O)Nc2ccc3c(c2)CC(=O)N([C@H](C)CO)C[C@H](C)[C@@H](CN(C)Cc2ccc(-c4ccccc4)cc2)O3)cc1,0.4
Cc1ccc(S(=O)(=O)N(C)C[C@H]2OCc3ccccc3-c3c(n(C)c4ccccc34)C(=O)N([C@@H](C)CO)C[C@H]2C)cc1,-0.2
COc1ccc(NC(=O)N(C)C[C@@H]2OCCCC[C@@H](C)Oc3ccc(NS(C)(=O)=O)cc3C(=O)N([C@H](C)CO)C[C@H]2C)cc1,-0.1
O=C(c1ccc2c(c1)OCO2)N1CC(=O)N2[C@H](CO)[C@H](c3ccc(C#CCC4CCCC4)cc3)[C@H]2C1,0.8
O=C(Nc1ccc(F)cc1)N1CCCCN2[C@H](CO)[C@H](c3ccc(C#Cc4ccccn4)cc3)[C@H]2C1,-1.8
COc1cccc(C#Cc2ccc3c(c2)O[C@@H](CN(C)C(=O)c2ccccn2)[C@H](C)CN([C@@H](C)CO)S3(=O)=O)c1,0.9
COCC(=O)N1[C@H](CO)[C@@H](c2ccccc2)[C@@H]1CN(C)C(=O)c1ccccc1,-0.4
CCC(=O)N[C@@H]1CC[C@H](CC(=O)NCc2ccccc2OC)O[C@H]1CO,-0.3
COc1ccc(S(=O)(=O)N(C)C[C@H]2Oc3ncc(C#CC4(O)CCCC4)cc3C(=O)N([C@@H](C)CO)C[C@H]2C)cc1,0.1
COc1ccc(S(=O)(=O)Nc2cccc3c2O[C@H](CN(C)Cc2ccncc2)[C@H](C)CN([C@@H](C)CO)C3=O)cc1,0.0
CO[C@@H]1CN(C)C(=O)c2cc(NC(C)=O)ccc2OC[C@H](C)N(CCC(F)(F)F)C[C@H]1C,-1.5
Cc1ccc(S(=O)(=O)N(C)C[C@H]2Oc3c(NC(=O)Nc4c(C)noc4C)cccc3C(=O)N([C@@H](C)CO)C[C@@H]2C)cc1,1.0
CC(C)NC(=O)N(C)C[C@@H]1Oc2ncc(C3=CCCCC3)cc2C(=O)N([C@H](C)CO)C[C@@H]1C,-0.9
Cc1noc(C)c1S(=O)(=O)Nc1ccc2c(c1)C(=O)N([C@@H](C)CO)C[C@H](C)[C@H](CN(C)S(=O)(=O)c1ccc(Cl)cc1)O2,1.0
Cc1noc(C)c1S(=O)(=O)Nc1ccc2c(c1)CC(=O)N([C@@H](C)CO)C[C@H](C)[C@@H](CN(C)Cc1ccc(-c3ccccc3)cc1)O2,-0.1
C[C@H]1CN([C@@H](C)CO)S(=O)(=O)c2ccc(-c3ccc(C(=O)N(C)C)cc3)cc2O[C@H]1CN(C)C(=O)C1CCC1,0.2
Cc1noc(C)c1NC(=O)Nc1cccc2c1O[C@H](CN(C)Cc1ccc(C(F)(F)F)cc1)[C@@H](C)CN([C@@H](C)CO)C2=O,0.4
C[C@H]1CN([C@@H](C)CO)C(=O)c2cccc(NS(C)(=O)=O)c2O[C@H]1CN(C)S(=O)(=O)c1ccccc1,-9.3
Cc1noc(C)c1NC(=O)N[C@@H]1CC[C@H](CC(=O)N2CCCCC2)O[C@@H]1CO,0.6
C[C@H]1CN([C@@H](C)CO)C(=O)c2cccc(NC(=O)C3CCCCC3)c2O[C@@H]1CN(C)C(=O)NC1CCCCC1,0.4
CC(=O)N1[C@@H]2c3ccc(-c4cccc(C(=O)N(C)C)c4)c(=O)n3C[C@H]1[C@H](CO)[C@H]2C(=O)O,-0.5
C#CCN1C(=O)[C@]2(OC[C@@H]3Cc4ccccc4[C@@H]3C=C2C)c2ccccc21,0.9
O=C1CC2c3cc(Br)ccc3CCN2C(=O)CN1Cc1ccccc1 (configuration not stated),1.9
COc1ccc(S(=O)(=O)N(C)C[C@H]2Oc3ccc(NC(=O)c4ccncc4)cc3CC(=O)N([C@H](C)CO)C[C@H]2C)cc1,-0.5
C[C@@H]1CCCCO[C@H](CN(C)Cc2ccc(Cl)c(Cl)c2)[C@H](C)CN([C@@H](C)CO)C(=O)c2cc(NS(C)(=O)=O)ccc2O1,0.5

# Rewritten bar-delimited: entries from further up.
mol | TcdB GH inh
CO[C@@H]1CN(C)C(=O)c2cc(NC(C)=O)ccc2OC[C@H](C)N(CCC(F)(F)F)C[C@H]1C | -1.5
Cc1ccc(S(=O)(=O)N(C)C[C@H]2Oc3c(NC(=O)Nc4c(C)noc4C)cccc3C(=O)N([C@@H](C)CO)C[C@@H]2C)cc1 | 1.0

# Remaining list, next part.
SMILES,TcdB GH inh
O=C(C[C@@H]1CC[C@H]2[C@@H](COC[C@@H](O)CN2Cc2ccncc2)O1)NCc1ccncc1,-1.4
C[C@@H]1CN([C@H](C)CO)C(=O)c2cc(N(C)C)ccc2O[C@@H](C)CCCCO[C@H]1CN(C)C(=O)Nc1cccc2ccccc12,-41
CC(C)c1cn(CC[C@H]2CC[C@@H](NC(=O)C3CC3)[C@H](CO)O2)nn1,-0.3
Cc1ccccc1-c1ccc2c(c1)O[C@@H](CN(C)C(=O)Nc1ccc(F)cc1)[C@H](C)CN([C@@H](C)CO)S2(=O)=O,-0.8
C[C@H]1CN([C@@H](C)CO)C(=O)Cc2cc(NC(=O)Nc3ccc(C(F)(F)F)cc3)ccc2O[C@H]1CN(C)S(=O)(=O)c1cn(C)cn1,-0.7
C[C@H]1CN([C@@H](C)CO)C(=O)c2cc(NC(=O)Cc3ccccc3)ccc2O[C@@H]1CN(C)C(=O)Nc1ccccc1,-1.0
C[C@@H]1CCCCO[C@@H](CN(C)Cc2ccc(Cl)c(Cl)c2)[C@@H](C)CN([C@@H](C)CO)C(=O)c2cc(NC(=O)Cc3ccccc3)ccc2O1,-0.1
CO[C@H]1CN(C)C(=O)c2cc(NC(=O)C3CCCCC3)ccc2OC[C@H](C)N(Cc2cccnc2)C[C@@H]1C,1.0
Cc1noc(C)c1NC(=O)N(C)C[C@@H]1OCc2ccccc2-c2ccccc2C(=O)N([C@H](C)CO)C[C@H]1C,-0.9
O=C(Nc1ccc(Cl)c(Cl)c1)N[C@H]1CC[C@H](CCNC(=O)c2ccc(F)cc2)O[C@H]1CO,-2.2
CC[C@H](C)[C@H]1CNC(=O)C(=O)N1CC1CCN(CCc2ccc(OC)c(OC)c2)CC1,0.1
Cc1noc(C)c1S(=O)(=O)N(C)C[C@@H]1OCCCC[C@@H](C)Oc2ccc(NS(=O)(=O)c3ccccc3)cc2C(=O)N([C@H](C)CO)C[C@@H]1C,1.2
CCC(=O)N1[C@@H]2c3ccc(C4=CCCC4)c(=O)n3C[C@H]1[C@H](CO)[C@H]2C(=O)NCC1CCCCC1,-1.5
CC(=O)N1[C@H](CO)[C@H](c2ccccc2)[C@@H]1CN(C(=O)c1cccc(F)c1)C(C)C,-3.5
Cc1cccc(S(=O)(=O)N2C[C@H]3[C@@H](c4ccccc42)[C@H](CO)N3CC2CCCC2)c1,-0.9
CN1[C@@H]2c3ccc(-c4cccc(F)c4)c(=O)n3C[C@@H]2[C@@H](CO)[C@@H]1C(=O)NC1CCC1,-0.4
C[C@@H]1CN([C@@H](C)CO)C(=O)CCCn2nncc2CO[C@H]1CN(C)C(=O)Nc1ccc(N2CCN(C)CC2)cc1,-1.9&0.9
C[C@@H]1CN([C@@H](C)CO)C(=O)c2cccc(NS(=O)(=O)c3ccc(F)cc3)c2O[C@H]1CN(C)C(=O)Nc1ccc2c(c1)OCO2,-1.9
COc1cccc(-c2ccc([C@H]3[C@H](CO)N4CCCCN(CC5CC5)C[C@@H]34)cc2)c1,-11
COCC(=O)Nc1ccc2c(c1)[C@H]1C[C@@H](CC(=O)N[C@H](C)c3ccccc3)O[C@H](CO)[C@H]1O2,0.0
CCCNC(=O)N1[C@H](CN(C)C(C)=O)[C@H](c2ccc(C3=CCCC3)cc2)[C@@H]1CO,-0.5
C[C@H](CO)N1C[C@H](C)[C@H](CN(C)CC2CC2)Oc2ccc(N(C)C)cc2CC1=O,-30
CCCNC(=O)[C@@H]1[C@@H](CO)[C@@H]2Cn3c(ccc(C4=CCCC4)c3=O)[C@H]1N2CCC(F)(F)F,-0.6
C[C@H](O)[C@@H]1C(=O)N2CCc3c([nH]c4c(-c5ccccc5)cccc34)[C@@H]2C[C@@H]1N(C)C(=O)c1cc(Cl)cc(Cl)c1,-0.6
C[C@H](CO)N1C[C@H](C)[C@@H](CN(C)C(=O)Nc2ccc(C(F)(F)F)cc2)OCCCC[C@H](C)Oc2ccc(NC(=O)Nc3ccccc3)cc2C1=O,-0.7
C[C@H](CO)N1C[C@H](C)[C@H](CN(C)C)Oc2ncc(C#CC(C)(C)O)cc2C1=O,-0.6
Cc1ccc(S(=O)(=O)Nc2ccc3c(c2)CC(=O)N([C@H](C)CO)C[C@@H](C)[C@H](CN(C)C(=O)Nc2ccc(F)cc2)O3)cc1,-0.2
CO[C@H]1CN(C)C(=O)c2ccc(NS(=O)(=O)c3ccc(C)cc3)cc2OC[C@@H](C)N(C)C[C@@H]1C,1.2
CCN(C[C@@H]1N[C@@H](CO)[C@@H]1c1ccccc1)C(=O)c1ccncc1,-0.2
C[C@H]1CN([C@@H](C)CO)C(=O)c2cc(NS(=O)(=O)c3ccc(F)cc3)ccc2O[C@H]1CN(C)C(=O)Nc1ccccc1,-0.1

# Compound activity deposited in PubChem by Broad Institute.
